High-throughput results deposited in PubChem BioAssay by National Center for Advancing Translational Sciences (NCATS).
HttQ103 aggreg = inhibitors of mutant huntingtin aggregate formation in PC12 cells; Potency, µM (highest dose often 46.1 µM), inactives show top-dose activity change, negative = inhibition, most hits filed as inhibitors; hit rate 1.1% among 220,000; PC12 HttQ103-GFP aggregates, Acumen cytometry, 40 h; AID 1688; also: potency is read from the fitted curve at half-maximal effect; % is scaled to controls: 0 for no effect and ±100 for the full control effect; nearly all actives have a fitted effect of over 60% in size
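Huntingtin Q103 exon 1–GFP aggregates in induced PC12 cells (100 nM tebufenozide) were quantified by cytometry from lysates, with compounds dosed in titration.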
IMPase Li inh = membrane-permeable IMPase blocker, potentiated with lithium; CHO-M1 cells, IP1 TR-FRET (IP-One), carbachol + lithium; Potency, µM (series often up to 59.4 µM), inactives show at the highest dose activity, negative = IMPase inhibition, usual class: inhibitors; hit rate 0.35% among 210,000; AID 1457;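 also: IP1 builds up when IMPase is blocked and the TR-FRET signal falls; potency is read from the fitted curve at half-maximal effect; plate controls were basal vehicle for no effect and high inhibitor control for full effect; nearly all actives have a fitted effect of over 50% in size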
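Steps: plate 2000 CHO-M1 cells per well and culture 16–30 h; add compound and lithium; incubate 30 min, 37C; add d2-IP1 tracer and Eu cryptate anti-IP1 antibody in lysis buffer; read after 10 min at room temperature.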
LMNA splice mod = LMNA splicing modulation; HeLa LMNA splicing GFP/RFP minigene ratio, 48 h; Potency, µM (doses to about 46.1 µM), for inactives: top-dose ratio change, negative = inhibition, usual class: inhibitors; AID 1487; hit rate 0.01% among 200,000; active = well fitted inhibition curve with a large enough effect in the signal ratio, with a control signal flat, not every such curve was filed as active; inconclusive = small, poorly fitted or top-dose-only effect, or effect the other way, or a change in a side signal; the % refers to the signal ratio; also: potency is read from the fitted curve at half-maximal effect; % is scaled to controls: 0 for no effect and ±100 for the full control effect
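S3 HeLa stable clones carrying a lamin A-EGFP splicing minigene plus DsRed2 were seeded at 600 cells/well in Opti-MEM with 2% FBS, pin-dosed and incubated 48 h at 37°C. Acumen cytometry (488 nm) gave the GFP/RFP total-intensity ratio.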
CBFb-RUNX1 inh = inhibitors of human CBF-beta and RUNX1 interaction; Q01196+Q13951; AlphaScreen CBFb-His/RUNX1-biotin binding, biochemical; Potency, µM (doses to about 59.8 µM), for inactives: top-dose activity, negative = inhibition, hits mostly inhibitors; 230,000 tested, under 10 active; AID 1477; also: % of control where 0% means no effect
Target sequence (Q01196 whole entry, looked up): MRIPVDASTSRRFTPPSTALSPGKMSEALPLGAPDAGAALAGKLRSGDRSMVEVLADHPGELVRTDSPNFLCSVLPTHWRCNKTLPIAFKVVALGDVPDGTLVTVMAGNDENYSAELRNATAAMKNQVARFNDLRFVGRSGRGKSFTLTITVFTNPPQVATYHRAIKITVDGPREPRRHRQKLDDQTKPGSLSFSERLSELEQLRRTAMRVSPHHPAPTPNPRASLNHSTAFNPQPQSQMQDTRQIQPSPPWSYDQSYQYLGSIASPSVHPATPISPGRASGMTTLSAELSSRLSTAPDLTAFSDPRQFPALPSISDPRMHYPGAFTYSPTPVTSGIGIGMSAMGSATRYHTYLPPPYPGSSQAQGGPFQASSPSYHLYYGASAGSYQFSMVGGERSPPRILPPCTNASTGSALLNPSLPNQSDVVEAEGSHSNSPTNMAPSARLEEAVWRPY
Target sequence (Q13951 whole entry, looked up): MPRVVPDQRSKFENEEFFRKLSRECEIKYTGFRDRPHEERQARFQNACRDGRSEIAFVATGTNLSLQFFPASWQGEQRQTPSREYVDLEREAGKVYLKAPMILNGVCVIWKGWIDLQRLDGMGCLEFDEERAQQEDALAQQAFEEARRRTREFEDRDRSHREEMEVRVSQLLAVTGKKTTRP
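His-tagged CBF-beta and biotinylated RUNX1 (30 nM each) were premixed 20 min at room temperature, exposed to compound for 15 min, then given nickel-chelate and streptavidin AlphaScreen beads (50 ng each). After 90 min, AlphaScreen signal was read.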
Epigenetic reg = regulators of epigenetic silencing causing reporter derepression in mouse cells | murine LDR cells, GFP reporter derepression, 30 h | Potency, µM (doses to about 53.9 µM), inactives show at the highest dose GFP activation, most hits filed as activators | hit rate 0.2% among 280,000 | AID 1865; also: potency is read from the fitted curve at half-maximal effect; % of control where 0% means no effect; nearly all actives have a fitted effect of over 60% in size
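GFP-positive cell count by laser-scanning cytometry (objects 20–120 um) after 30 h, 37 C compound exposure of murine LDR cells; reporter is CMV-GFP integrated at a silenced locus, inducible by HDAC or DNMT inhibitors.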
NPSR antagonist = neuropeptide S receptor (human) antagonism, cAMP | Potency, µM (doses to about 38.3 µM), without a hit: top-dose activity change, negative = inhibition, hits mostly inhibitors | hit rate 1% among 220,000 | CHO-NPSR cells, cAMP TR-FRET, antagonist mode | AID 1461; also: potency is read from the fitted curve at half-maximal effect; % is scaled to controls: 0 for no effect and ±100 for the full control effect; nearly all actives have a fitted effect of over 50% in size; many of its hits are not listed in these tables
Target sequence (Q6W5P4 whole entry, looked up): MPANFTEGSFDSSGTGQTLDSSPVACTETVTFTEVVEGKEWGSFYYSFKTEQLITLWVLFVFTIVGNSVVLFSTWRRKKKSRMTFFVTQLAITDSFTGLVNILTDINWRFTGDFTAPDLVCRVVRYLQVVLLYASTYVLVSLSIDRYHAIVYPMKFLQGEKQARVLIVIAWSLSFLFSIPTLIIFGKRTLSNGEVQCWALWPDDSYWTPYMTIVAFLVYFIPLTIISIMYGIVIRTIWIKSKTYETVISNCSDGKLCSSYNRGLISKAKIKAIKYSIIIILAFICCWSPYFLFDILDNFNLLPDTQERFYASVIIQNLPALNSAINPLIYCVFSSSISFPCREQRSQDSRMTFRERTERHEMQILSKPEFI
Luc counter = Kinase-Glo luciferase inhibition (counter-screen) | Kinase-Glo luciferase, ATP luminescence, 8 min | AID 1379 | hit rate 0.28% among 200,000 | Q27757 | Potency, µM (doses to about 38.3 µM), inactives show top-dose activity change, negative = inhibition, actives largely listed as inhibitors; also: potency is read from the fitted curve at half-maximal effect; % is scaled to controls: 0 for no effect and ±100 for the full control effect; nearly all actives have a fitted effect of over 60% in size
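Compounds were added to a substrate mix at pH 7.2 (50 mM imidazole, 10 uM ATP, within the enzyme's linear range), followed by Kinase-Glo detection reagent; luminescence was measured after 8 minutes at ambient temperature.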
Starred values were filed as active, the others as inactive; ? = inconclusive; · = no result given; [ ] = another dose, or the depositor's remark. Unless noted, calls follow the shape of the dose curve; as a rule, active = well fitted curve in the direction sought with a large enough effect; inconclusive = small, poorly fitted or top-dose-only effect, or another doubt; inactive = no such curve, though single readings can be large; an effect the other way counts as inactive or inconclusive. Some of the compounds tested; count on the stated rates, not on these rows.

SMILES	HttQ103 aggreg	IMPase Li inh	LMNA splice mod	CBFb-RUNX1 inh	Epigenetic reg	NPSR antagonist	Luc counter
Cc1cccc(C)c1NC(=S)Nc1c(C)n(C)n(-c2ccccc2)c1=O	13%	-1%	-14%	14%	-1.1%	9%	0%
CCOC(=O)N1CCC(NC(=O)c2cc(C(=O)Nc3cccc(OC)c3)ccc2CO)CC1	20%[9.22 µM]	24%[38.3 µM]	4%	2%	-0.3%	-12%[46.1 µM]	1%
O=C(Nc1ccc2c(c1)OCO2)C1CC(c2ccccc2Cl)=NO1 (stereo not drawn)	-5%	26%[38.3 µM]	-8%	2%	-1.0%	-24%[46.1 µM]	1%
NC(CC(=O)O)c1cccc(OCc2ccccc2)c1 (stereo not drawn)	4%	8%[38.3 µM]	-6%	-2%	0.0%	-2%[46.1 µM]	-3%
Cc1nc2ccccc2nc1OCC(=O)Nc1cc(C(F)(F)F)ccc1N1CCOCC1	-1%	20%[38.3 µM]	1%	-6%	-1.1%	-13%[46.1 µM]	0%
Cc1cc(C(=O)Nc2ccc(N3CCCCC3)cc2)no1	-15%[9.22 µM]	·	·	4%	-0.3%	-1%	·
Clc1ccc(C2=NN=C3COc4ccccc4N3C2)cc1	-2%	4%	?	4%	-2.0%	-14%	1%
CCCC(=O)NC(NC(=S)Nc1ccc(S(N)(=O)=O)cc1)C(Cl)(Cl)Cl (stereo not drawn)	-7%	2%	-6%	1%	-1.1%	24%	4%
c1ccc2sc(Nc3nc4cc5c(cc4s3)OCO5)nc2c1	-4%	-11%	?	-3%	0.0%	-13%	-4%
CSc1c(-c2ccccc2)nc2ccc(Cl)cc2c1C(=O)O	15%	-18%[38.3 µM]	18%	4%	7.4%	-14%[46.1 µM]	-1%
NC(=O)c1ccc(NC(=O)C2CCCO2)cc1 (stereo not drawn)	6%	-2%[38.3 µM]	3%	-5%	-1.8%	-1%[46.1 µM]	6%
CC(C)C(CO)N1CCN(Cc2ccccc2)CCC1=O (stereo not drawn)	7%[9.22 µM]	·	·	-3%	0.0%	1%	·
CC1(C)C=Cc2c(cc3occ(-c4ccc5c(c4)OCO5)c(=O)c3c2O)O1	·	6%	·	11%	1.3%	·	1%
CCCCn1c(SCc2ncc(-c3ccccc3)o2)nc2cc(S(N)(=O)=O)ccc21	?	12%[38.3 µM]	?	-10%	-1.2%	?	13%
Cc1noc2ncnc(Oc3ccc(Cl)cc3Cl)c12	21%	5%	?	4%	1.1%	-2%	1%
CCN(CC)S(=O)(=O)c1ccc(NC(=O)c2cccs2)cc1	-19%[9.22 µM]	3%	7%[46 µM]	5%	0.0%	2%	0%
O=C(Cc1ccc(Cl)cc1)Nc1ccc(C(=O)N2CCOCC2)cc1	-20%	1%	·	-1%	4.5%	7%	0%
O=C(Cn1cc2c(n1)CCCC2)NCc1ccccn1	-2%	19%[38.3 µM]	-5%	10%	-0.8%	?	6%
Cc1onc(-c2c(Cl)cccc2Cl)c1C(=O)N=C(N)N1CCOCC1	-13%[9.22 µM]	·	·	14%	2.1%	38%	·
COc1cc(NC(=O)c2cccc(COCC(F)(F)C(F)F)c2)cc(OC)c1OC	-14%	4%	?	1%	-1.0%	13%	0%
O=C(N/N=C/c1cc2ccccc2nc1Cl)[C@H]1C[C@@H]1c1ccccc1	0%	8%	?	-9%	-1.9%	-14%	1%
CCOc1ccc(=O)n(-c2ccccc2)n1	-5%	-1%	-12%	12%	14%	-15%[46.1 µM]	-2%
CN(CC(=O)N1CCCCC1)S(=O)(=O)c1cccc2cccnc12	-8%	-3%[38.3 µM]	?	12%	0.0%	-1%[46.1 µM]	1%
Cc1ccc(-c2csc(NC(=O)c3ccc(S(=O)(=O)N4CCc5ccccc54)cc3)n2)cc1	36%	-2%	?	3%	0.0%	0%	-2%
O=C1CSC(=S)N1N=C1CCCCCC1	16%	-10%	2%	-2%	0.0%	-8%[46.1 µM]	-18%
COc1cccc(CNc2nc3nc(C)c(Cl)c(=O)n3[nH]2)c1	17%[9.22 µM]	·	13%[46 µM]	-3%	1.1%	-5%	·
CC(Cc1ccccc1)NC(=S)CN1CCCC1=S (stereo not drawn)	6%[9.22 µM]	·	·	5%	-1.0%	0%	·
Cc1ccccc1C(=O)NC(NCc1ccco1)C(Cl)(Cl)Cl (stereo not drawn)	-6%	11%[38.3 µM]	-3%	1%	-1.2%	-2%[46.1 µM]	0%
CN(C)S(=O)(=O)c1ccc(NC(=O)COc2ncnc3sccc23)cc1	16%	13%	·	1%	0.0%	12%	-3%
COc1ccc(C(=O)OC2CCN(C)CC2)cc1	12%	6%	2%	-12%	-1.0%	-6%[46.1 µM]	0%
Cc1cc(S(=O)(=O)NCCc2ccccc2)c(C)s1	?	13%[38.3 µM]	-10%	-1%	2.2%	?	-8%
CCCCOc1ccccc1Cn1c(=O)oc2ccc(C)cc21	?	23%[38.3 µM]	-10%	?	0.2%	-11%[46.1 µM]	-5%
CCOC(=O)CC1(c2ccccc2)CCOC(C)(C)C1 (stereo not drawn)	0%	16%[38.3 µM]	-1%	1%	0.0%	-8%[46.1 µM]	0%
Brc1nnc2n1-c1ccccc1Sc1ccccc1-2	21%	4%	-13%	10%	2.3%	-21%[46.1 µM]	2%
O=C(CSCCO)Nc1cccc([N+](=O)[O-])c1	4%	2%	1%	2%	-1.1%	13%	-1%
CCCC(=O)Nc1nnc(SCC)s1	-22%	-6%	-8%	-20%	-1.3%	14%	-5%
Cc1ccc(NC(=O)COC(=O)CN2C(=O)NC3(CCCC3)C2=O)cc1S(=O)(=O)N(C)C	27%	-4%	-5%[46 µM]	9%	-6.1%	15%	-1%
CCOc1ccc(C(C)=O)cc1COC(=O)c1cnc(Cl)c(Cl)c1	-5%	19%	-19%[46 µM]	13%	2.7%	-23%	0%
O=C(O)CCCNC(=O)OCc1ccccc1	?	-26%[38.3 µM]	-12%	2%	-1.0%	-13%[46.1 µM]	2%
COc1ccc(-n2c(O)c(/C=N/NS(=O)(=O)c3cccc([N+](=O)[O-])c3)c3ccccc3c2=O)cc1OC	5%	-8%	·	0%	?	-16%	1%
CCCCOc1ccc(C(=O)Nc2ccc(N3CCN(C)CC3)cc2)cc1	8%	38%[activator][38.3 µM]	-2%	0%	-1.0%	1%[46.1 µM]	-3%
C=CCn1c(NC(C)c2cc(Cl)ccc2O)nc2ccccc21 (stereo not drawn)	11µM*	33%[activator][38.3 µM]	10%	0%	1.7%	?	4%
O=C(NNC1CC(=O)N(c2ccc(Br)cc2)C1=O)c1ccccn1 (stereo not drawn)	-17%	-4%	·	?	-1.3%	13%	0%
c1ccc(OCCN2CCN(Cc3nc(-c4ccc5c(c4)OCO5)no3)CC2)cc1	-3%	11%	·	5%	2.5%	-7%	-1%
COc1ccccc1-n1cc(C(=O)NCC(=O)N2CCN(Cc3ccccc3)CC2)c2ccccc2c1=O	-8%	8%	·	-2%	-1.1%	-15%	2%
CSc1ccccc1C(=O)Nc1ccc(C)c(C)c1	-14%	31%[38.3 µM]	-3%	-4%	0.9%	-17%[46.1 µM]	-7%
O=C(Nc1ccc(O)c(-c2nc3ccccc3s2)c1)C1=COCCO1	9%	11%	-9%	6%	0.0%	-13%	0%
Cc1ncc([N+](=O)[O-])n1CC(=O)NC1CCCC1	-3%	35%[activator][38.3 µM]	0%	5%	4.3%	4%[46.1 µM]	2%
COc1ccc(CCN=C(N)NS(=O)(=O)c2ccc(C)c(C)c2)cc1	-15%	9%	·	2%	4.7%	1%	1%

5 entries already listed, arranged by length of the SMILES, descending.
SMILES	HttQ103 aggreg	IMPase Li inh	LMNA splice mod	CBFb-RUNX1 inh	Epigenetic reg	NPSR antagonist	Luc counter
c1ccc(OCCN2CCN(Cc3nc(-c4ccc5c(c4)OCO5)no3)CC2)cc1	-3%	11%	·	5%	2.5%	-7%	-1%
O=C(Nc1ccc(O)c(-c2nc3ccccc3s2)c1)C1=COCCO1	9%	11%	-9%	6%	0.0%	-13%	0%
C=CCn1c(NC(C)c2cc(Cl)ccc2O)nc2ccccc21 (stereo not drawn)	11µM*	33%[activator][38.3 µM]	10%	0%	1.7%	?	4%
Cc1ncc([N+](=O)[O-])n1CC(=O)NC1CCCC1	-3%	35%[activator][38.3 µM]	0%	5%	4.3%	4%[46.1 µM]	2%
CSc1ccccc1C(=O)Nc1ccc(C)c(C)c1	-14%	31%[38.3 µM]	-3%	-4%	0.9%	-17%[46.1 µM]	-7%

Two compounds from above with just Epigenetic reg and Luc counter.
structure | Epigenetic reg | Luc counter
C=CCn1c(NC(C)c2cc(Cl)ccc2O)nc2ccccc21 (stereo not drawn) | 1.7% | 4%
O=C(NNC1CC(=O)N(c2ccc(Br)cc2)C1=O)c1ccccn1 (stereo not drawn) | -1.3% | 0%

Entries of single compounds, quoted from the list.
Record of `c1ccc(OCCN2CCN(Cc3nc(-c4ccc5c(c4)OCO5)no3)CC2)cc1` = HttQ103 aggreg: -3%; IMPase Li inh: 11%; LMNA splice mod: ·; CBFb-RUNX1 inh: 5%; Epigenetic reg: 2.5%; NPSR antagonist: -7%; Luc counter: -1%
Record of `C=CCn1c(NC(C)c2cc(Cl)ccc2O)nc2ccccc21` (stereo not drawn) = HttQ103 aggreg: 11µM*; IMPase Li inh: 33%[activator][38.3 µM]; LMNA splice mod: 10%; CBFb-RUNX1 inh: 0%; Epigenetic reg: 1.7%; NPSR antagonist: ?; Luc counter: 4%

A second format for some results above.
| SMILES | HttQ103 aggreg | IMPase Li inh | LMNA splice mod | CBFb-RUNX1 inh | Epigenetic reg | NPSR antagonist | Luc counter |
| --- | --- | --- | --- | --- | --- | --- | --- |
| COc1ccc(CCN=C(N)NS(=O)(=O)c2ccc(C)c(C)c2)cc1 | -15% | 9% | · | 2% | 4.7% | 1% | 1% |
| CCCCOc1ccc(C(=O)Nc2ccc(N3CCN(C)CC3)cc2)cc1 | 8% | 38%[activator][38.3 µM] | -2% | 0% | -1.0% | 1%[46.1 µM] | -3% |
